High-throughput results from PubChem BioAssay.
Mcl1 Bid PPI: Mcl-1/Bid binding inhibitors, primary screen, biochemical, TR-FRET, 1536-well | Induced myeloid leukemia cell differentiation protein Mcl-1 (Homo sapiens), Q07820 | TR-FRET Mcl-1/Bid-Dy647 peptide binding | inhibition, % at 21.7 µM | 220,000 tested, 0.97% active | AID 1021, 2008;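 active means compounds that cut the binding signal by more than half at the single screening dose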;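 further: His-tagged Mcl-1 with europium anti-His antibody binding Bid BH3 peptide; 0% = Mcl-1 plus peptide wells and 100% = peptide-only wells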
Target sequence (Q07820 whole entry, looked up): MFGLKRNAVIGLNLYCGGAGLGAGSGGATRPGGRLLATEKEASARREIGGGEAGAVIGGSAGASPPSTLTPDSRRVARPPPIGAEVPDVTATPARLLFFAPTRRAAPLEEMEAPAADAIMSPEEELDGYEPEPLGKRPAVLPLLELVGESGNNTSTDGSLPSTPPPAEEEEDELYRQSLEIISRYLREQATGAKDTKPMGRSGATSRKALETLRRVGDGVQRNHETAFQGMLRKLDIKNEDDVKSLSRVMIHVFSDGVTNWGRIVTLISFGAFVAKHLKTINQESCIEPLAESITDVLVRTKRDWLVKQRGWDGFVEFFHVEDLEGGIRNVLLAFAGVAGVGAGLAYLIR
Pf gametocyte: late stage P. falciparum gametocyte viability inhibitors, primary screen, ATP luminescence, HTS; P. falciparum stage V gametocytes, 24 h; inhibition, % at 10.9 µM; 150,000 tested, 0.065% active; AID 743093, 2013;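 active means inhibition above the mean plus 3 SD of compounds within the control limits, set per campaign, cut at about 38% in these data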;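 further: 0% = DMSO wells and 100% = medium only without gametocytes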
Mcl1-Noxa inh: Mcl-1/Noxa binding inhibitors, primary screen, biochemical, TR-FRET, 1536-well; Induced myeloid leukemia cell differentiation protein Mcl-1 (Homo sapiens), Q07820; TR-FRET Mcl-1/Noxa peptide binding, 2 h; inhibition, % at 21.7 µM; 220,000 tested, 1.5% active; AID 1022, 2008;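 active means compounds that cut the protein-peptide binding signal by more than 50% relative to plate controls in a single-dose test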;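 further: His-tagged Mcl-1 with rhodamine Noxa BH3 peptide and terbium anti-His antibody; 0% = Mcl-1 plus Noxa peptide wells and 100% = peptide-only wells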
RGS4-Gao reg: modulators of RGS4 binding to Galphao, primary screen, biochemical, multiplexed bead flow cytometry; Guanine nucleotide-binding protein G(o) subunit alpha (Homo sapiens), P09471; actives lie on both sides; binding response (% of control), % at 10 µM; 220,000 tested, 0.33% active; in the data active means binding response below about 49% or above about 150%; inactive means in between;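 further: fluorescent Galphao activated with aluminum fluoride binding bead-coupled RGS4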
ABCB1 block: ABCB1 efflux pump inhibitors, primary screen, cell-based, multiplex, flow cytometry, ABCG2 counter-screen; ATP-dependent translocase ABCB1 (Homo sapiens), P08183; inhibition, % at 6.6 µM; CCRF-Adr cells, JC-1 efflux; 190,000 tested, 0.067% active; AID 1326, 2008; in the data active means inhibition above about 40%;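 further: 0% = vehicle and 100% = reference inhibitor; higher value means more JC-1 retained so stronger ABCB1 efflux block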
RGS8-Gao: RGS8-Galphao binding modulators, primary screen, biochemical, multiplexed bead flow cytometry; actives lie on both sides; response (percent of control binding), % at 10 µM; 220,000 tested, 0.34% active; AID 1423, 2008; in the data active means response below about 60% or above about 140%; inactive means in between;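 further: Galphao activated as the GDP aluminium fluoride complex binding bead-coupled RGS8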
ABCG2 inh: ABCG2 efflux pump inhibitors, primary screen, multiplex with ABCB1, IgMXP3 cells, flow cytometry. Broad substrate specificity ATP-binding cassette transporter ABCG2 (Homo sapiens), Q9UNQ0. JC-1 efflux. inhibition, % at 6.6 µM. 190,000 tested, 0.1% active;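 active means inhibition above 80%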;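 further: 0% = DMSO and 100% = nicardipine control wells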
Target sequence (Q9UNQ0 whole entry, looked up): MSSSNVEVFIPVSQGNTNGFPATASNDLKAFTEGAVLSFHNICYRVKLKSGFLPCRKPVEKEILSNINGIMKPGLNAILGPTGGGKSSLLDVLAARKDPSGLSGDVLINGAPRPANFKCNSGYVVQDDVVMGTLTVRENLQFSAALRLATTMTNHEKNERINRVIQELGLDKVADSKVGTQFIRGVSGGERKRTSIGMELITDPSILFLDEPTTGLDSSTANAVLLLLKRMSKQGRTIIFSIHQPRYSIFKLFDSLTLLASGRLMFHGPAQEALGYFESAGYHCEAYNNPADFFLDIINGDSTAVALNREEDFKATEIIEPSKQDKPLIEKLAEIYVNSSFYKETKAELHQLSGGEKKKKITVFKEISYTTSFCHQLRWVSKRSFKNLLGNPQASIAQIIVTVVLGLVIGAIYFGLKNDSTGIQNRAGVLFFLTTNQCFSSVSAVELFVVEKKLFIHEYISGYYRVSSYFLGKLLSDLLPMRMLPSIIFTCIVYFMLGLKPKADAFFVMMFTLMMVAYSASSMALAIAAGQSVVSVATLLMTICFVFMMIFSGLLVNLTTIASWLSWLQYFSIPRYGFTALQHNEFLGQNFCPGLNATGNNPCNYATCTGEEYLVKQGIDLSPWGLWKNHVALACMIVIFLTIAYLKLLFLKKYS
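Read-out basis: Efflux inhibition in percent versus controls | Test system: ABCG2 IgMXP3 and barcoded ABCB1 CCRF-Adr cell mix | Quantity: 3 million cells/mL in well | Schedule: 10 min at 25 °C | Control set: Nicardipine as high control, DMSO as low control | Reagent: JC-1 as fluorescent efflux pump substrate | Signal: Flow cytometry of retained JC-1 fluorescence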
GSH fluor: compound fluorescence on glutathione beads, profiling panel, artefact control, biophysical, 488/530 nm, flow cytometry; GSH beads flow cytometry, compound fluorescence 488/530 nm; stronger effect = higher value; fluorescence (KMESF) at 10 µM; 190,000 tested, 0.25% active; in the data active means fluorescence above about 89;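 further: glutathione beads carrying GST-tagged Bcl family fusion proteins plus one bare bead set; values are compound well signal with DMSO vehicle wells as background; inactives centre near 16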
Avidin fluor: green autofluorescence of compounds with avidin beads – biophysical, 488/530 nm, flow cytometry, artefact control, profiling panel; compound fluorescence 488/530 nm; stronger effect = higher value; fluorescence (KMESF) at 10 µM; 220,000 tested, 0.38% active; AID 1775, 2009; in the data active means fluorescence above about 47; further: inactives centre near 10
RGS7-Gao reg: RGS7-Galphao binding modulators, primary screen, biochemical, multiplexed bead flow cytometry | actives lie on both sides | binding response (% of control), % at 10 µM | 220,000 tested, 0.35% active; in the data active means binding response below about 49% or above about 150%; inconclusive means no clear call, values can overlap the other calls; inactive means in between;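 further: fluorescent Galphao held in activated GDP-AlF4 state binding bead-coupled RGS7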
Bim-Mcl-1: inhibitors of Bim peptide binding to Mcl-1, primary screen, biochemical, bead-based flow cytometry, multiplex. 190,000 tested, 0.1% active. Induced myeloid leukemia cell differentiation protein Mcl-1 (Homo sapiens), Q07820. inhibition, % at 10 µM. Bim peptide-Mcl-1 binding; in the data active means inhibition above about 40%;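 further: 0% = no compound tracer wells and 100% = peptide blocker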
The depositor's hits bear a star; ? = inconclusive; . = not tested or not shown.

SMILES	Mcl1 Bid PPI	Pf gametocyte	Mcl1-Noxa inh	RGS4-Gao reg	ABCB1 block	RGS8-Gao	ABCG2 inh	GSH fluor	Avidin fluor	RGS7-Gao reg	Bim-Mcl-1
COc1cc(C(=O)N2CCCc3ccccc32)cc(OC)c1OC	-2	-11	-6	104	0.9	101	2	24	22	103	-1
O=C(CSc1ccccn1)Nc1cccc([N+](=O)[O-])c1	-35	25	3	98	0.3	97	13	7	12	?	-5
CC(C(=O)NCc1cccnc1)N1C(=O)c2ccccc2C1=O (stereo not given)	-5	6	-15	101	0.2	101	1	14	23	101	-2
COCCN1Cc2cccc(C(=O)Nc3ccc(C)cc3)c2C1=O	-46	17	16	98	5.0	101	23	17	8	98	-2
CC(NS(=O)(=O)c1cccc(S(=O)(=O)c2ccccc2)c1)C(=O)O (stereo not given)	-15	15	-2	99	-0.1	93	-2	15	8	104	-8
COc1cc(C(=O)OC(C)CN2CCCC2)cc(OC)c1OC (stereo not given)	-10	.	20	47*	0.7	49*	2	25	6	44*	-5
CCCCCC(=O)Nc1nc(C)c(-c2csc(Nc3cc(OC)ccc3OC)n2)s1	-3	-11	14	95	-0.3	99	-1	12	35	95	0
COc1ccc(NC(=O)CCN2CCN(S(=O)(=O)c3cc(Cl)ccc3OC)CC2)cc1	-31	30	-1	98	0.3	98	1	43	6	98	2
O=c1c2ccccc2c(C=NC2CCN(Cc3ccccc3)CC2)c(O)n1Cc1ccc2c(c1)OCO2	-34	-18	17	93	4.4	94	8	15	9	?	-1
CC(=O)c1cccc(NC(=O)COC(=O)c2ccc(S(C)(=O)=O)c([N+](=O)[O-])c2)c1	0	0	22	104	0.4	106	2	16	12	105	1
O=C(O)CCNc1nc(-c2ccccc2)nc2ccccc12	-3	1	26	99	0.2	100	2	11	17	103	0
CCOc1ccc(N2C(=O)CC(Sc3ncccn3)C2=O)cc1 (stereo not given)	-11	16	7	100	-0.1	99	-1	43	24	103	-2
O/N=C/c1ccc(OCc2ccccc2F)c(Cl)c1	6	-55	-4	102	1.1	97	7	9	4	96	-1
Cc1cccc(/C=N\NC(=O)c2ccc(Cl)cc2)c1O	5	.	13	101	-0.6	104	-3	13	14	96	0
C=CCc1cccc(/C=N/NC(=O)c2ccccc2Br)c1O	-30	4	23	34*	0.6	31*	2	15	2	25*	-6
COc1cc(OC)cc(C2C(C#N)=C(N)Oc3n[nH]c(-c4cccnc4)c32)c1 (stereo not given)	6	-1	-2	100	-1.3	101	5	21	8	98	6
CCn1cc(C(=O)OC)c(=O)c2cc(S(=O)(=O)N(C)C3CCCCC3)ccc21	38	6	27	108	0.8	104	5	63	13	104	-1
COc1ccccc1N1CCN(C(=O)Nc2cccc(C)c2)CC1	-15	.	13	101	1.0	101	5	24	7	100	-3
COc1cccc(CNc2nc3ccc(C)cc3n3cnnc23)c1	98*	4	-17	103	.	104	.	.	8	?	.
Cc1ccc(S(=O)(=O)N2CCCC2C(=O)OCC(=O)Nc2ccc3c(c2)OCO3)cc1 (stereo not given)	-24	.	-2	99	2.5	101	31	36	12	102	-3
COc1ccc(-c2cc(CNC(=O)CN(C)Cc3ccccc3)on2)cc1	-6	.	2	101	0.8	101	6	19	9	100	-1
O=[N+]([O-])c1ccc(CN2CCCCCC2)s1	44	3	31	96	-0.2	99	-1	13	19	100	-1
CC(C)(C)OC(=O)N1CC2Cc3[nH]c(=O)ccc3C(C2)C1 (stereo not given)	-8	-36	-13	96	0.0	99	-4	32	14	98	0
CC1C(=O)NN=C1C(=O)N/N=C/c1ccco1 (stereo not given)	33	-1	3	103	-0.2	102	-1	12	13	?	-3

One compound at a time (already shown). Order of screens: Mcl1 Bid PPI | Pf gametocyte | Mcl1-Noxa inh | RGS4-Gao reg | ABCB1 block | RGS8-Gao | ABCG2 inh | GSH fluor | Avidin fluor | RGS7-Gao reg | Bim-Mcl-1
Cc1cccc(/C=N\NC(=O)c2ccc(Cl)cc2)c1O across the screens: 5 | . | 13 | 101 | -0.6 | 104 | -3 | 13 | 14 | 96 | 0
CC(C)(C)OC(=O)N1CC2Cc3[nH]c(=O)ccc3C(C2)C1 (stereo not given) across the screens: -8 | -36 | -13 | 96 | 0.0 | 99 | -4 | 32 | 14 | 98 | 0
CC1C(=O)NN=C1C(=O)N/N=C/c1ccco1 (stereo not given) across the screens: 33 | -1 | 3 | 103 | -0.2 | 102 | -1 | 12 | 13 | ? | -3

(cont.)
SMILES	Mcl1 Bid PPI	Pf gametocyte	Mcl1-Noxa inh	RGS4-Gao reg	ABCB1 block	RGS8-Gao	ABCG2 inh	GSH fluor	Avidin fluor	RGS7-Gao reg	Bim-Mcl-1
COc1ccc(-c2cc(C(F)(F)F)c3c(=O)n(-c4ccccc4)[nH]c3n2)cc1	-37	.	27	94	0.1	98	2	26	25	95	-3
CC(=O)c1ccc(CCCC(=O)O)cc1	5	.	7	101	1.1	102	2	30	13	98	-2
Cc1cccc(C)c1Nc1nnc(SCc2nc3ccccc3c(=O)[nH]2)s1	-31	14	17	101	0.2	99	4	7	4	97	0
COc1ccc(C(=O)Nc2cc(C(=O)c3ccccc3)c(C)oc2=O)cc1	-8	0	2	98	-0.2	101	22	20	27	101	-1
CCC/C(O)=C1\C(=O)CC(c2ccccc2)CC1=NCCc1c(C)[nH]c2ccccc12 (stereo not given)	-14	.	8	114	10	111	21	16	6	109	0
CCCCNCC#CCOc1cc(C)ccc1C(C)C	24	-6	23	96	1.3	101	14	15	9	?	0
COC(=O)c1sc(N2CCN(c3ccc(Cl)cc3)CC2)nc1N	-43	.	24	102	0.1	100	1	17	11	?	0
COc1ccc(NC(=O)c2cccs2)cc1O	-17	-26	18	99	-2.1	99	-2	37	9	96	0
Cc1ccc(NC(=O)CSCC(=O)NC2CCCCC2)cc1	-16	9	-7	92	0.5	98	8	16	12	95	-1
COc1ccc(C(=O)Nc2ccc(Cl)cn2)cc1Cl	-10	.	-11	104	0.0	103	1	61	7	103	-2
CCc1nc2c(sc3nc4c(cc32)COC(C)(C)C4)c(=O)n1Cc1ccco1	-32	1	23	104	1.5	93	4	18	65*	114	-3
O=C(CN1CCOCC1)Nc1ccc([N+](=O)[O-])cc1Br	-25	-10	-3	104	0.7	99	16	9	10	105	0
c1ccc(-c2nnc(CSc3ccc4c(c3)OCCO4)o2)cc1	-4	23	16	96	0.1	96	2	14	14	96	-3
O=C(NCc1ccc(F)cc1)C1CCC(CNc2c(N3CCOCC3)c(=O)c2=O)CC1 (stereo not given)	-7	13	-9	12*	.	8.3*	.	.	0	?	.
O=C(c1cnn(C(=O)COc2ccccc2F)c1)c1cc(F)ccc1O	-26	-1	5	107	.	104	.	.	4	?	.
COc1ccc(C(=O)/C=C/Nc2ccc([N+](=O)[O-])cc2C)cc1OC	3	.	-8	115	0.1	108	6	53	8	112	-1
CC(C)OCCCN1CN(S(=O)(=O)c2ccc(Cl)cc2)c2nc3ccccc3nc21	-6	.	0	103	4.5	103	12	68	14	102	-1
Cc1nc2cc(C(=O)O)ccc2s1	-14	-7	2	98	0.7	96	2	15	17	99	0
Cc1ccc(NS(=O)(=O)Cc2ccccc2)nc1	-7	.	2	95	-0.3	96	-1	9	8	94	0
CC1(c2nnc(-c3ccccc3)o2)CC(c2cccc(Cl)c2)=NO1 (stereo not given)	-38	10	-26	92	.	99	.	.	9	?	.
O=C(/C=C/c1ccccc1[N+](=O)[O-])NCc1ccccc1Cl	-5	7	3	101	1.0	100	15	14	9	?	0
O=c1[nH]c(CSc2nnc(Nc3ccccc3)s2)nc2ccccc12	-15	-1	7	110	.	101	.	.	5	?	.
O=C(O)c1cc2ccccc2n1-c1ccccc1	-9	.	-8	97	0.5	96	4	25	20	100	-4
Cc1c(Cl)cccc1NC(=O)N1CCCC1	-12	3	2	104	0.4	100	1	50	10	100	-3
COC(=O)CCC(=O)OC1(C)C(=O)C=C2C=C(C3CC3)N(CC(C)C)C=C2C1=O (stereo not given)	-138	.	-4	100	.	102	.	.	8	?	.
CC1CCCCC1NC(=O)CCn1c(=O)oc2ccccc21 (stereo not given)	-6	16	16	99	0.1	101	0	21	6	99	-4
O=C(NCc1ccncc1)c1nc(-c2cccs2)no1	-31	-8	-3	101	-0.4	98	2	10	7	93	-2
CCn1c(C(C)NC(=O)c2ccc(OC)c(OC)c2)nc2ccccc21 (stereo not given)	-28	.	3	92	1.5	101	4	17	8	95	-8
COc1ccc(Cn2cnc([N+](=O)[O-])c2)cc1[N+](=O)[O-]	0	2	2	103	.	103	.	.	9	?	.
CN1CC(=O)N(CC(=O)Nc2ccc(F)cc2)c2ccccc2C1=O	-7	.	11	85	0.8	89	2	23	7	84	0
O=C(c1cccs1)N1N=C(c2ccccc2)CC1c1ccc(O)cc1 (stereo not given)	-1	.	2	102	-1.1	102	1	8	3	101	-4
COc1ccc(/C=C/C(=O)NCCCn2ccnc2)cc1	-9	.	3	104	0.3	103	4	10	16	101	-6
CS(=O)(=O)N(CC(=O)NCc1ccc2c(c1)OCO2)Cc1ccccc1	-16	-13	29	101	-1.5	105	7	35	13	101	-1
O=C(O)COc1ccccc1/C=C1\SC(=O)N(Cc2ccc(F)cc2)C1=O	17	-7	15	94	0.6	92	1	13	15	95	0
COCCNC(=S)NC(=O)c1ccc(C(C)(C)C)cc1	-26	6	5	103	0.3	101	17	11	9	101	-1
S=c1[nH]nc(CSCc2ccccc2Cl)n1C1CCCCC1	3	16	26	104	-1.6	99	-6	19	8	?	0
O=C(CN(Cc1ccco1)S(=O)(=O)c1ccccc1)N/N=C/c1ccccc1C(=O)O	16	-20	13	102	0.2	106	1	8	7	105	0
COc1ccc(C(=O)Nc2sc3c(c2C(=O)O)CC(C)(C)OC3)cc1	-3	3	13	104	-0.5	101	4	12	15	103	0
COc1ccc(OC)c(NC(=O)CSc2nnnn2-c2ccccc2F)c1	11	.	0	98	0.3	102	3	13	35	101	-1
O=C(Nc1ccccc1C(=O)OCC(=O)c1c[nH]c2ccccc12)c1ccco1	-11	-13	-48	97	-0.4	104	-3	15	6	101	-6
Cn1c(COc2cccc3cccnc23)nnc1SCC(=O)O	3	12	9	99	0.2	98	1	15	7	102	0
CCOc1ccc(N(CC)S(=O)(=O)c2ccc3c(c2)n(C)c(=O)c(=O)n3C)cc1	-31	.	-3	101	0.3	102	2	27	7	99	-2
